High-throughput results: PubChem, several laboratories
PPARg SRC2 recr = agonists of SRC-2 recruitment by human PPARgamma; PPARgamma LBD-SRC-2 recruitment, biochemical; activation, % at 8 µM; 200,000 tested, 0.34% active; AID 1032; in the data active means activation above about 22%;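 further: 0% = vehicle and 100% = reference agonist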
PPARg SRC-3 ag = promotes SRC-3 coactivator recruitment by human PPARgamma. AID 731. P37231. biochemical PPARgamma/SRC-3 coactivator recruitment assay. 200,000 tested, 0.26% active. activation, % at 8 µM; in the data active means activation above about 23%;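 further: 0% = DMSO and 100% = reference agonist; some compounds past the cut are filed as inactive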
TNAP act hiacc = activators of human TNAP at high phosphate acceptor concentration. P05186. purified TNAP, CDP-star luminescence, 1 M DEA, 30 min; active compounds read high; 0 = EDTA background, 1 = DMSO-only activity. activation factor at 20 µM. 200,000 tested, under 10 active;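 active means activation factor at least 2 at 20 µM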
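Dosing: 20 µM single point. System: human TNAP. Amount: TNAP 1/800 final. Incubation: 30 min, room temperature. Read-out: TNAP activation factor scaled between EDTA and DMSO control wells. Signal: luminescence from CDP-star hydrolysis. Medium: 1 M DEA, pH 9.8, Mg2+, Zn2+. Control set: EDTA negative control, DMSO positive control.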
SRC2 TRFRET art = flags TR-FRET format artefacts in PPARgamma SRC-2 recruitment agonist screen; TR-FRET artefact counter-screen; active compounds read high; AID 1049; 200,000 tested, 0.4% active; TR-FRET ratio at 8 µM; in the data active means TR-FRET ratio above about 2000; further: inactives centre near 1500
PPARg SRC1 recr = agonists of human PPARgamma SRC-1 coactivator recruitment; activation, % at 8 µM; AID 631; PPARgamma-SRC-1 coactivator recruitment biochemical assay; 200,000 tested, 0.41% active; P37231; in the data active means activation above about 19%;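 further: 0% = DMSO and 100% = reference agonist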
ROMK mod = modulates human ROMK potassium channel activity. P48048. Tet-inducible ROMK, thallium flux fluorescence; actives lie on both sides. B-score at 10 µM. 130,000 tested, 2% active. AID 1918;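 active means signal ratio slope over the read window, or its plate-corrected B-score, at least 3 SD from the plate mean, either direction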;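 further: B-score of the F/F0 ratio slope over 7 to 12 s after thallium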
STAT3 blocker = STAT3 signaling inhibition | 190,000 tested, 0.89% active | U3A cells, IL-6 STAT3-luciferase reporter, luminescence; host cell line lacks STAT1 | inhibition, % at 5.5 µM;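 active means inhibition above the mean inhibition across all screened compounds plus 3 SD, cut at about 44% in these data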;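 further: 0% = DMSO only wells and 100% = 100 µM nifuroxazide control wells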
STAT3 activator = STAT3 signaling activation; U3A cells, IL-6 STAT3-luciferase reporter, luminescence; 100% = signal with IL-6 EC80 alone; activation (% of control), % at 5.6 µM; 190,000 tested, 0.91% active; AID 871;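 active means activation above the screen-wide mean of compound activation plus 3 SD, cut at about 130% in these data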;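 further: 0% = background luminescence of wells with medium and substrate only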
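Test system: human U3A cells carrying STAT3-luciferase construct; control set: IL-6-only wells as 100% reference; timing: compound pre-incubation 1 h before IL-6, then 6 h stimulation at 37 °C; also added: IL-6 stimulus at 33 ng/mL final; evaluation: % activation versus median of IL-6-stimulated wells; detection: reporter luminescence signal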
bIAP inhibitor = intestinal alkaline phosphatase (bovine) inhibition. purified bovine IAP, CDP-star luminescence, 30 min. inhibition, % at 20 µM. 190,000 tested, under 10 active;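 active means over 50% inhibition of intestinal alkaline phosphatase at 20 µM in the single-dose screen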
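System: purified bovine intestinal alkaline phosphatase (IAP) enzyme; Input: IAP diluted 1/65,000,000 in the well; Measured by: CDP-star luminescence signal; Compound dosing: 20 µM single dose; Incubation: 30 min reaction at room temperature.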
STAT1 inh = STAT1 signaling inhibition; NIH 3T3 STAT1-luciferase reporter, IFN-gamma, luminescence; inhibition, % at 5.5 µM; 200,000 tested, 0.35% active; AID 920;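 active means inhibition above a set limit, the mean inhibition across all tested compounds plus 3 SD, cut at about 34% in these data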;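 further: 0% = IFN-gamma with DMSO and 100% = IFN-gamma with 300 µM nifuroxazide; values of inactives mirror those of a sister screen read the other way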
bIAP act = increases bovine intestinal alkaline phosphatase activity; activation factor at 20 µM; purified bovine IAP, CDP-star luminescence, 30 min; active compounds read high; fold of DMSO-control signal, blank-subtracted; AID 1016; 200,000 tested, 0.17% active;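 active means activation factor of 2 or more at 20 µM, a signal rise over negative controls twice the positive control's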
* = called active by the depositor; . = no result given.

Structure	PPARg SRC2 recr	PPARg SRC-3 ag	TNAP act hiacc	SRC2 TRFRET art	PPARg SRC1 recr	ROMK mod	STAT3 blocker	STAT3 activator	bIAP inhibitor	STAT1 inh	bIAP act
CCCCCOC(=O)CSc1nc2c(c(=O)[nH]c(=O)n2C)n1CCc1ccccc1	6	-10	1	1470	1	1.2	1	102	13	3	0.9
CCOC(=O)N1CCC(N(CCN(C)C)C(=S)Nc2cccc(Cl)c2C)CC1	2	-1	1	1595	0	.	0	101	-19	8	1.2
CCc1[nH]nc2c1C1(CCN(C(=O)c3ccccc3)CC1)C(C#N)=C(N)O2	8	6	1	1416	-1	-0.26	8	96	6	7	0.9
CCOc1ccc2nc(SCc3ccc(CC(=O)O)cc3)c(C#N)cc2c1	5	-2	1	1718	-2	-0.42	3	103	-13	-9	1.1
COc1cc(OC)nc(NC(=O)CS(=O)(=O)c2ccccc2)n1	-8	4	1	1373	-8	.	1	102	6	2	0.9
CC(C)c1ccc2oc3nc(N)c(C(=O)O)cc3c(=O)c2c1	2	5	1	1598	-3	.	.	.	4	.	1
CCc1ccccc1N/N=C(/C)c1c(O)cc(C)oc1=O	1	1	1	1431	-5	0.16	6	97	10	-8	0.9
COc1ccc(Cn2cnc3sccc3c2=O)cc1	2	7	1.1	1677	-1	.	8	103	7	5	0.9
O=S(=O)(c1ccccc1)N1CCN(c2ncccn2)CC1	5	-3	1	1639	0	1.6	-7	106	17	2	0.8
CCN(CC)CCN1C(=O)C(=O)/C(=C(/O)c2ccc(OC)c(OC)c2)C1c1ccccn1 (centres undefined)	4	-7	1	1556	-1	0.47	6	96	-2	-8	1
CC(Oc1ccc(Cl)cc1Cl)C(=O)Nc1cccc(O)c1 (centres undefined)	0	-4	1	1632	-2	-0.36	2	104	9	1	0.9
Cc1nc(-c2cccc(S(=O)(=O)N3CC(C)OC(C)C3)c2)cs1 (centres undefined)	4	7	1.1	1560	8	.	13	92	-7	7	1.1
COCCNC(=O)c1cc2cc(Br)cc(OC)c2oc1=O	3	16	1	1377	-4	0.18	4	99	8	0	0.9
CCOC(=O)c1cc2c(ccn2C)n1Cc1ccccc1Cl	2	6	1	1565	-6	-0.61	-1	108	-7	-5	1.1
C=CCn1c(SCCN2CCCCC2)nc2c1c(=O)[nH]c(=O)n2C	12	12	1	1834	3	.	4	101	6	0	0.9
O=C(Nc1ccc(N2CCN(C(=O)c3ccco3)CC2)cc1)c1ccccc1F	11	4	1	1720	3	0.83	28	81	5	5	1
CCc1[nH]c(=S)c(C#N)c2c1CCCC2	10	5	1	1577	9	0.66	2	106	-15	2	1.2
CCc1ccc(C(=O)c2cnc3ccc(OC)cc3c2N2CCN(CC)CC2)cc1	-8	-4	1	1453	1	-0.011	7	96	-12	4	1.1
Cc1ccnc(NC(=O)c2cccc(NC(=O)Cc3ccccc3)c2)c1	2	8	1.1	1791	4	-0.046	22	86	-1	9	1
Cc1ccc2[nH]c(C(=O)O)c(-c3ccccc3)c2c1	0	-6	1	1422	3	0.98	10	95	7	-7	0.9

3 entries already listed, ordered by their value in STAT1 inh, descending.
SMILES	PPARg SRC2 recr	PPARg SRC-3 ag	TNAP act hiacc	PPARg SRC1 recr	ROMK mod	STAT3 activator	bIAP inhibitor	STAT1 inh	bIAP act
Cc1nc(-c2cccc(S(=O)(=O)N3CC(C)OC(C)C3)c2)cs1 (centres undefined)	4	7	1.1	8	.	92	-7	7	1.1
C=CCn1c(SCCN2CCCCC2)nc2c1c(=O)[nH]c(=O)n2C	12	12	1	3	.	101	6	0	0.9
CCc1ccccc1N/N=C(/C)c1c(O)cc(C)oc1=O	1	1	1	-5	0.16	97	10	-8	0.9

Continued.
Structure	PPARg SRC2 recr	PPARg SRC-3 ag	TNAP act hiacc	SRC2 TRFRET art	PPARg SRC1 recr	ROMK mod	STAT3 blocker	STAT3 activator	bIAP inhibitor	STAT1 inh	bIAP act
CCN1C(=O)c2cccc3c(S(=O)(=O)Nc4nc(C)cs4)ccc1c23	6	-7	1	1612	2	.	14	96	6	-1	0.9
COC(=O)c1ccc(N=C2S/C(=C\c3cc(C)n(-c4cccnc4)c3C)C(=O)N2C)cc1	0	7	1	1672	6	.	-4	109	1	7	1
CCNCc1nc2cc(OC)c(OC)cc2c(=O)[nH]1	3	-5	1.1	1627	3	1.6	-5	103	-29	-2	1.3
COc1ccc(Br)cc1CNC(=O)Cc1c(C(=O)O)[nH]c2ccc(Cl)cc12	6	5	1.1	1742	12	0.018	0	101	5	-3	1
CN(C[C@H](Cc1ccccc1)N(C[C@H](Cc1ccccc1)N(CC1(c2ccccc2)CC1)N=O)N=O)N=O	1	2	1.1	1567	2	.	.	.	6	7	0.9
CC(NC(=O)c1cc2cc([N+](=O)[O-])ccc2oc1=O)C1CCCO1 (centres undefined)	-2	0	0.9	1520	2	0.31	9	96	13	-4	0.9
C/C(=N\NC(=O)c1cccc(N/N=C(\C)c2ccncc2)c1)c1ccncc1	7	0	1	1699	-1	0.023	15	91	-2	5	1
Cc1c(NC(=S)NC(C)(C)C)c(=O)n(-c2ccccc2)n1C	2	2	1	1656	1	0.014	1	100	-3	-2	1
COC(=O)c1ccccc1NC(=O)NCc1ccc2c(c1)OCO2	16	7	1	1638	2	0.0043	6	97	12	1	0.9
Cc1nn(Cc2ccc(Cl)cc2)c(C)c1NC(=O)CCCn1nc([N+](=O)[O-])c(Cl)c1C	9	3	1	1751	7	-0.23	-4	102	44	8	0.6
CC1Oc2ccccc2N(CC(=O)c2cccc(Cl)c2)C1=O (centres undefined)	3	-12	1	1313	-4	.	0	101	18	7	0.8
CC(C)CN1CCN(Cc2cnc(-c3ccc(Cl)cc3)nc2)CC1CCO (centres undefined)	0	4	1	1576	7	0.11	16	88	4	-5	1
O=C(CSCc1ccc(Cl)cc1)N1CCCCC1	8	7	1.1	1513	2	0.045	4	103	8	-23	0.9
COCc1cc(CN2CCCC(C(=O)c3cccc(C(F)(F)F)c3)C2)ccc1OC (centres undefined)	4	0	1.1	1568	7	-0.37	6	99	-3	10	1
COC(=O)COc1ccc(NC(=O)C2CCCO2)cc1 (centres undefined)	6	-7	1	1431	-5	0.44	-1	104	-1	1	1
COC(=O)c1cc(NC(=O)CN(c2ccc(OC)cc2)S(=O)(=O)c2ccc(F)cc2)ccc1Cl	10	2	1.1	1635	6	.	12	94	1	-7	1
CCOC(=O)N1CCN(c2c(NCCCN(CC)c3cccc(C)c3)c(=O)c2=O)CC1	-1	-1	1	1417	3	-0.66	-1	103	-7	-3	1.1
O=C(Nc1nnc(-c2ccccc2)o1)c1cccc(N2C(=O)CCC2=O)c1	-1	-1	1	1492	-2	0.43	11	89	32	0	0.7
Cn1c(=O)cc(SCC(=O)Nc2ccc3c(c2)OCO3)c2ccccc21	60*	43*	1	2627*	32*	.	35	74	7	-4	0.9
N=c1c2c3c(sc2nc2n1CCC2)CCCC3	6	-6	1	1606	6	-0.88	5	101	0	2	1
Cc1ccccc1N(C(=O)c1csnn1)C(C(=O)NC(C)(C)C)c1ccncc1 (centres undefined)	-1	8	1	1606	0	0.79	-6	107	9	-5	0.9
NC(=O)c1ccccc1NC(=O)Nc1cccc2ccccc12	-1	-3	1	1715	-2	-0.24	14	90	2	1	1
Nc1nc(N2CCCCC2)nc(N2CCCCC2)n1	1	1	1	1498	9	.	3	104	6	2	0.9
Cc1nc(=O)c(-c2ccccc2)c(C)n1CCCO	7	4	1	1794	9	.	-1	101	0	-5	1
CC(C)C(=O)Nc1ccc(-c2ccc3nncn3n2)cc1	1	2	1	1464	3	-0.017	21	91	-6	-5	1.1
Nc1c(C(=O)O)sc2nc(-c3ccccc3)c3c(c12)CCCC3	0	0	1	1536	4	.	-5	106	27	-4	0.7
CCc1ccc(-c2ccc(SCc3ccccn3)nn2)cc1	3	1	1	1559	-4	-0.54	14	93	8	-46	0.9
COCCCNC(=O)c1cc2cc([N+](=O)[O-])cc(OC)c2oc1=O	-10	-3	0.7	1462	0	0.15	3	98	2	-4	1
COC(=O)Nc1ccc(S(=O)(=O)N2CCCC(C(=O)Nc3cccc4c3OCCO4)C2)cc1 (centres undefined)	-2	5	1.1	1433	-2	.	8	96	-8	-7	1.1
CCC(C)[C@H](NC(=O)NCc1ccccc1Cl)C(=O)OC (some centres undefined)	0	-4	1	1335	-1	-0.024	1	100	-4	2	1
Cc1ccc(S(=O)(=O)CC(CN2CCCCC2)N2CCCCC2)cc1 (centres undefined)	1	-4	1	1503	-2	-0.67	-7	112	-27	33	1.3
CC1(C)CC(=O)C2=C(C1)OC(N)=C(C#N)C21CCC2(CC1)OCCO2	2	-10	1	1497	1	.	4	98	8	-4	0.9
O=C(CCCOc1ccccc1)NCC1CCCO1 (centres undefined)	-1	-6	1.1	1572	3	0.036	0	104	1	-8	1
O=C(c1ccco1)N1CCN(C(=O)c2[nH]ncc2[N+](=O)[O-])CC1	-4	-1	1	1280	1	0.37	-1	99	15	5	0.8
O=C(NCCc1ccccc1)Nc1cccc(Cl)c1	-2	-3	1	1554	0	-1.3	2	96	1	-13	1
Nc1ccc2nn(-c3ccccc3)nc2c1	2	-2	1	1344	-5	-0.042	8	97	-7	-61	1.1
Cc1ccc([N+](=O)[O-])cc1-c1ccc2cccc(C)c2n1	13	7	1	1605	-12	.	8	95	3	-3	1
O=c1[nH]c2ccccc2c(=O)n1CCCO	5	-11	1	1478	5	2.2	5	102	5	-5	1
O=C(CSc1nnnn1-c1ccccc1)c1cc2ccccc2oc1=O	-4	-15	1	1442	4	.	-4	108	10	4	0.9
Cc1cc(C)nc(SCc2cnc(C)nc2N)n1	3	-6	1	1759	-6	0.23	7	96	3	-4	1
COC(=O)NCC(c1ccco1)N1CCN(c2ccccc2)CC1 (centres undefined)	-3	2	1	1630	5	0.41	11	99	-17	1	1.2
COc1ccc(Cc2nnc(SCC(=O)NC(C)c3ccccc3)o2)cc1 (centres undefined)	2	-10	1.1	1363	-4	.	6	98	6	0	0.9
Cc1nc(C(F)(F)F)nc(Nc2ccc(N=Nc3ccccc3)cc2)c1C#N	7	-5	1	1491	4	.	-11	105	-1	-1	1
CCCCC(CCC(=O)Nc1ccccc1C(=O)OCC)C(=O)O (centres undefined)	0	1	1	1553	-1	1	0	102	6	-4	0.9
CN(c1ccccc1C(=O)NC1CCCCC1)S(=O)(=O)c1ccccc1	4	5	1	1709	9	0.36	4	99	-21	6	1.2
